ROC1-CUL1 inh: blocks human RBX1-Cullin-1 di-ubiquitin formation; P62877+Q13616; AID 1347404; inhibition, % at 10 µM; 0.6% of 140,000 active; in vitro K48 di-Ub FRET, acceptor:donor ratio, 45 min; in the data active = inhibition above about 25%
Target sequence (P62877 whole entry, looked up): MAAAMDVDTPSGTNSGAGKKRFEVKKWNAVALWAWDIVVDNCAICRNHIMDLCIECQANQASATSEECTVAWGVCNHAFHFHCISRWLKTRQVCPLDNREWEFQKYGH
Target sequence (Q13616 whole entry, looked up): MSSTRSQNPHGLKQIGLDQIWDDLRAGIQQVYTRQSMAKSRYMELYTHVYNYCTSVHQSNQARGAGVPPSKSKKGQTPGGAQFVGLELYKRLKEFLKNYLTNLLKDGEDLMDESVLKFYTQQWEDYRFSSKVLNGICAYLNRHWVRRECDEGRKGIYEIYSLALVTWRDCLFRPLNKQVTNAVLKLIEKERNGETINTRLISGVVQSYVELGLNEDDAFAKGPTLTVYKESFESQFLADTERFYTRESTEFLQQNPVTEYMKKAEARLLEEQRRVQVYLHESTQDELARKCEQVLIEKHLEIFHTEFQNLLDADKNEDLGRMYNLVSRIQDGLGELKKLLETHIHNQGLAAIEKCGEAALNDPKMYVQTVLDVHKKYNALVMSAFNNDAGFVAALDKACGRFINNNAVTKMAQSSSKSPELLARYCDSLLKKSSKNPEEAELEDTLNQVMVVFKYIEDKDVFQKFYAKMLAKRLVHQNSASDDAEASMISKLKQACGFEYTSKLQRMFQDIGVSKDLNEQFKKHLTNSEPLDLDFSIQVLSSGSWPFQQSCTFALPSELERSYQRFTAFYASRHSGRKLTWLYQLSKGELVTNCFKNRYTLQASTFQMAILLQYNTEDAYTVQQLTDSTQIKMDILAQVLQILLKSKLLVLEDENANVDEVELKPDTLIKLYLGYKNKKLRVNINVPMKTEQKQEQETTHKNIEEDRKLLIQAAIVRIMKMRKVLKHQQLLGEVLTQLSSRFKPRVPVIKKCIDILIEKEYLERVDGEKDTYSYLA
* marks the source's active call; other numbers are inactive results. Not all compounds are listed; count on the stated rates, not on these rows.

SMILES	ROC1-CUL1 inh
COc1ccc(C2C(C)C(NCCCN3CCN(c4cc(C)ccc4C)CC3)NS2(=O)=O)cc1 (stereo not drawn)	-2
CSc1nsc(SC)c1C(=O)OCC(F)(F)F	-6
CCN1C(=O)/C(=C/c2ccc(OC)c(COc3c(F)c(F)cc(F)c3F)c2)SC1=S	3
CC(=O)Nc1ccc(S(=O)(=O)Oc2ccc(C(=S)N3CCCCC3)cc2)cc1	-1
O=c1c2ccccc2[nH]c2c1oc1ccccc12	3
Cc1cccc(C(C)C)c1NC(=O)/C=C/c1ccc(Br)cc1	-7
CC(C)C1Cc2c(sc3c2c(=O)n(-c2ccccc2)c2nnc(SCC(=O)c4ccc(Br)cc4)n32)CO1 (stereo not drawn)	6
COC(=O)CN1c2ccccc2N=C2CC(C)(C)CC(=O)C2C1c1ccc(OC)cc1 (stereo not drawn)	6
CCC(=O)Nc1cccc(C(=O)OCC(=O)c2cccs2)c1	-7
CCOc1cc(C2c3c(oc4ccccc4c3=O)C(=O)N2c2ccc(C)cn2)ccc1O (stereo not drawn)	-15
O=C(CCSc1nnc(-c2ccccc2)o1)Nc1ccc(Cl)cc1	-1
COc1ccc(NC(=O)CN2CCCN(Cc3ccccc3)S2(=O)=O)cc1	3
COc1ccc(-c2cc(C(F)(F)F)n3nc(C(=O)N4CCOCC4)cc3n2)cc1OC	9
O=C(C1CCN(c2nc3nonc3nc2NCc2cccs2)CC1)N1CCCCC1	-2
Cc1nnc(-c2ccco2)c2cn(-c3ccc(Br)cc3)nc12	0

Quoted at random: 2 entries already listed.
SMILES	ROC1-CUL1 inh
O=C(CCSc1nnc(-c2ccccc2)o1)Nc1ccc(Cl)cc1	-1
CCC(=O)Nc1cccc(C(=O)OCC(=O)c2cccs2)c1	-7

Continued:
SMILES	ROC1-CUL1 inh
Cc1ccc(-c2cc(C(=O)NCc3ccc4c(c3)OCO4)c3ccccc3n2)o1	-15
CCC(C)NS(=O)(=O)c1ccc(NC(=O)C2CCCO2)cc1 (stereo not drawn)	2
CCOC(=O)c1c(NC(=O)/C=C/c2ccc(OCC)cc2)sc(C(C)=O)c1C	-2
Cc1cc(F)ccc1NC(=O)CCS(=O)(=O)c1cc2c3c(c1)CCN3C(=O)CC2	-7
CCc1nn(CC(=O)NC2CC2)c(=O)c2cc3c(OC)cccc3n12	-3
Cc1cc(C)n2nc(SCc3nnc(SCc4ccccc4)n3N)nc2n1	-1
CCCn1ncc(-c2ccnc(NCCNC(=O)c3cccnc3)n2)c1C	6
O=C(O)CC(Cc1ccccc1)(C(=O)O)c1ccccc1 (stereo not drawn)	-9
Cc1cccc(OCC(=O)Nc2ccccc2C(F)(F)F)c1	0
COc1ccc(N=C2C(=Nc3ccc(OC)cc3)N(c3ccc(OC)cc3)C(=S)N2c2ccc(F)cc2)cc1	7
Cc1cc(C(=O)N2CCN(c3ccccc3F)CC2)c(C)o1	-1
COc1ccc(CCNC(=O)c2ccc3c(c2)nc(C)n3-c2ccc(Br)cc2)cc1OC	-13
Cc1ccc(-c2cc(-c3ccccc3)c3c(N)c(C(=O)Nc4cccc(Cl)c4C)sc3n2)cc1	1
N#Cc1c(N2C(=N)C(C#N)C(C(F)(F)F)(C(F)(F)F)C3=C2CCC3)sc2c1CCCC2 (stereo not drawn)	3
Cc1ccccc1C(c1ccccc1)N(C)C (stereo not drawn)	-7

Filtered by structure, the compounds so far containing a thiophene ring, fused or not
SMILES	ROC1-CUL1 inh
CC(C)C1Cc2c(sc3c2c(=O)n(-c2ccccc2)c2nnc(SCC(=O)c4ccc(Br)cc4)n32)CO1 (stereo not drawn)	6
CCC(=O)Nc1cccc(C(=O)OCC(=O)c2cccs2)c1	-7
O=C(C1CCN(c2nc3nonc3nc2NCc2cccs2)CC1)N1CCCCC1	-2
CCOC(=O)c1c(NC(=O)/C=C/c2ccc(OCC)cc2)sc(C(C)=O)c1C	-2
Cc1ccc(-c2cc(-c3ccccc3)c3c(N)c(C(=O)Nc4cccc(Cl)c4C)sc3n2)cc1	1
N#Cc1c(N2C(=N)C(C#N)C(C(F)(F)F)(C(F)(F)F)C3=C2CCC3)sc2c1CCCC2 (stereo not drawn)	3

(continued)
SMILES	ROC1-CUL1 inh
COc1ccc(CCCC(=O)N/N=C/C=C/c2ccccc2)cc1C	7
COc1ccc(OC)c(C(=O)CSC#N)c1	-4
CCN1C(=O)N=C(Cc2cccc(OC)c2OCc2cccc(C(=O)O)c2)C1=O	2
CCc1nnc(NC(=O)c2cccc(C)c2)s1	12
Cc1nc(NC2CCCC2)c2oc3ccccc3c2n1	9
COC(=O)C1=C(C)N=C(C)C(C(=O)OC)C1c1cc(NC(=O)C(F)(F)F)ccc1OC(F)F (stereo not drawn)	-10
CC1(C)CC(=O)c2cc(-c3ccc(Br)cc3)n(CC(=O)O)c2C1	5
COc1ccc(Cl)cc1NC(=O)CCCS(=O)(=O)c1nc(-c2ccc(OC)c(OC)c2)cc(C(F)(F)F)n1	1
O=C(CCc1cccnc1)N1CCc2onc(-c3ccc(Cl)cc3)c2C1	1
O=C(N/N=C/c1cccc(C(F)(F)F)c1)c1cccs1	-7
COc1ccc(C(=O)/C=C/c2cn(CC(O)CN3CCCCCC3)c3ccccc23)cc1 (stereo not drawn)	8
CCOC(=O)C1CCCN(C(=S)Nc2ccc(C)cc2C)C1 (stereo not drawn)	-3
Cc1ccc(CC(CSc2ccc(Cl)cc2)n2ccnc2)cc1 (stereo not drawn)	-1
CN1CCc2nc3sc(C(=O)Nc4ccccc4OC(F)(F)F)c(N)c3cc2C1	-7
CN(CC(=O)Nc1ccc(F)cc1F)S(=O)(=O)c1cccc2nsnc12	-2
CCC(=O)N1c2ccccc2-c2nnc(SC)nc2OC1c1ccc(Br)s1 (stereo not drawn)	2
O=C(CN1C(=O)C(=O)c2ccccc21)Nc1ccc(Cl)cc1	8
CC(C)Nc1ccc2nonc2c1S(=O)(=O)NC(C)C	-4
O=C(c1cccc(C(F)(F)F)c1)C1CCCN(C(=O)c2ccoc2)C1 (stereo not drawn)	2
O=C(NCCN1CCOCC1)c1ccc(N2CCOCC2)cc1	15
O=C(c1ccccc1)N1CCN(S(=O)(=O)N2CCCCC2)CC1	6
CCOC(=O)c1cc(-c2ccccc2)n(CCC(=O)Nc2ccccc2CC)c1C	5
COc1ccccc1N1CCN(S(=O)(=O)c2c(C)sc3ncn(CC(=O)Nc4ccc(C(C)C)cc4)c(=O)c23)CC1	4
COc1ccc(OC)c(CCNC(=O)c2cc3c(-c4ccccc4F)nn(C)c3s2)c1	-13
CNS(=O)(=O)c1cn(CC(=O)Nc2ccc(C)c(N(C)C)c2)cc1S(=O)(=O)NC	2
CCCCN(CC)CCCNC(=O)c1cn(CC(C)C)c(=O)c2c1c1ccccc1n2C	0
COC(=O)c1cc2oc(C)cc2n1CC(=O)Nc1ccc(C(C)C)cc1	7
CCCc1cc(C(=O)Nc2cccc(C(C)=O)c2)n(C)n1	7
Cc1ccccc1CN1CCN(Cc2cccnc2)CC1CCO (stereo not drawn)	15
CCCn1c2ccccc2c2cnn(CC(=O)Nc3cc(C)c(Cl)cc3OC)c(=O)c21	-2
O=C(c1ccc2c(c1)N(Cc1cccc(F)c1)C(=O)c1ccccc1S2)N1CCCC1	9
O=C1C2CCCN2C(=O)N1CCCCN1CCN(c2cccc(Cl)c2)CC1 (stereo not drawn)	1
CCOC(=O)c1nn(-c2cccc([N+](=O)[O-])c2)c(=N)s1	-2
Cc1cccc(N2CCN(C(=O)c3nn(C)c4c3CSc3ccccc3-4)CC2C)c1 (stereo not drawn)	-4
O=C(c1ccccn1)N1CC[C@@H](N2CCN(c3ccccc3F)CC2)[C@H](O)C1	1
O=C(CSc1n[nH]c(-c2ccc(Br)cc2)n1)c1ccc([N+](=O)[O-])cc1	0
CC(=O)C1C(=O)Oc2c(ccc3ccccc23)C1=O (stereo not drawn)	40*
C1CCC(Nc2nnnn2C2CCCCC2)CC1	-6
COc1cccc(-c2ccc(NC(=O)C3CCCN3Cc3cnc[nH]3)cc2)c1 (stereo not drawn)	-3
CC1(C)OC(C)(C)C(C=Nc2ccccc2C(=O)O)C1=O (stereo not drawn)	11
COc1ccc(CCNC(=O)CCn2c(=O)c3cccn3c3ccc(F)cc32)c(OC)c1OC	4
CN(C)c1ccc(C2C(C(=O)c3cc4ccccc4o3)C(=O)C(=O)N2CCCn2ccnc2)cc1 (stereo not drawn)	-8
CCOC(=O)c1c(-c2ccc(Br)cc2)csc1NC(=O)CO/N=C/c1ccccc1O	-3
CCOC(=O)C(C)/C(C)=N/NC(=O)CCC(=O)Nc1cc(C)ccc1C (stereo not drawn)	-7
Cc1ccc(C)c(N2CC(C(=O)N3CCCCC3)CC2=O)c1 (stereo not drawn)	12
COCC1CCCCN1C(=O)c1cc(Cn2ccc3ccccc32)[nH]n1 (stereo not drawn)	3
CCCCN(CCCNC(=O)c1cc(Nc2ccc(OC)c(OC)c2)nc2ccccc12)Cc1ccccc1	-5
Cc1cc(C)c2c(n1)sc1c(Sc3nnc(-c4ccncc4)n3-c3ccccc3)ncnc12	-10
CSc1ncc(C(=O)NCc2ccccc2)c(-c2ccccc2)n1	-3
O=C(c1coc(COc2ccccc2)n1)N1CCc2[nH]ncc2C1	-2
c1ccc(COc2ccc(CNCc3cccs3)cc2)cc1	6
CCCCn1c(CNC(=O)c2ccc(OC)cc2)nnc1SCC(=O)Nc1ccc(OC)cc1	-1
CC(C)c1ccccc1NC(=O)c1ccccc1C(=O)O	6
Cc1nccn1-c1ccc(NC(=O)C2CCCN2Cc2cnn(C)c2C)cc1 (stereo not drawn)	0
O=C(CSc1ccc(Cl)nn1)c1ccccc1	5
CCc1ccc(-n2nc(C)c3c(C(=O)Nc4ccc(Cl)cc4)cc(C)nc32)cc1	-7
CC(C)CCNC(=O)c1ccncc1	-1
O=C(Nc1cnn(Cc2ccc(Cl)c(Cl)c2)c1)C1CC1	-13
COc1ccc(-c2nc(CN(C)Cc3ccc(C(F)(F)F)cc3)c(C)o2)c(OC)c1	3
Cc1cccc(CN2CCCC(O)(CN3CCC4(CC3)OCCO4)C2=O)c1 (stereo not drawn)	2

(listing goes on)
SMILES	ROC1-CUL1 inh
O=c1ccoc2c(F)c(F)c(F)c(F)c12	-1
Cc1ccc(NC(=O)CCC(=O)N/N=C/c2ccccc2[N+](=O)[O-])c(C)c1	-6
COc1ccc2ccccc2c1/C=N/NC(=O)c1ccc(-c2ccccc2)cc1	8
CCCc1cc2c(cc1NC(=O)c1ccccc1F)OCO2	10
Cc1ccc(S(=O)(=O)c2nc(S(=O)(=O)c3ccccc3)sc2NCCCOC(C)C)cc1	6
COc1ccc(/C=C2\CC(C(C)(C)C)C/C(=C\c3ccc(OC)c([N+](=O)[O-])c3)C2=O)cc1[N+](=O)[O-] (stereo not drawn)	5
O=C(NCc1ccccc1F)N1CCCC(Cn2cc(C3CC3)nn2)C1 (stereo not drawn)	2
CCc1ccc(-n2nc(C)c3c(C)cc(=O)n(CC(=O)N4CCCc5ccccc54)c32)cc1	-7
Cc1ccc(Cn2c(=O)n(Cc3ccco3)c(=O)c3oc4ccccc4c32)cc1	-12
Cc1ccc(OC(C)C(=O)N2CCN(CCc3ccccn3)CC2)cc1C (stereo not drawn)	-2
CC1CCN(C(=O)Cn2c(=O)n(-c3ccc(Cl)cc3)c(=O)c3c4c(sc32)CCC4)CC1	0
CCCOc1cccc(C(=O)Nc2ccc(-c3cc4ccccc4oc3=O)c(C)c2)c1	-9
COc1cccc(NC(=O)Cn2c(=O)n(Cc3ccc4c(c3)OCO4)c(=O)c3oc4ccccc4c32)c1	-14
C=CCOc1nsnc1N1CCOCC1	5
Cc1ccccc1CN1CCC(C(=O)Nc2ccccc2F)CC1	-1
CN(C)CCOC1c2ccccc2C=Cc2ccccc21	-5
Cc1ccc(C(=O)C[n+]2ccccc2)cc1	-10
CCCOc1cccc(C(=O)N2CCN(C)CC2)c1	1
CN(C)S(=O)(=O)c1ccc(NC(=O)Nc2cccc(Cl)c2)cc1	6
C=CCn1c(SCc2ccc3c(c2)OCO3)nc2sc3c(c2c1=O)CCC3	-4
COc1cccc(C(=O)N2CCC(C3(Cc4ccc(F)cc4)NC(=O)N(C4CCOC4)C3=O)CC2)c1 (stereo not drawn)	12
CC(C)=NNc1nnc(-c2ccccc2)s1	-1
COc1ccc2c(c1)CCN(C=O)C2Cc1cc(OC)c(OC)cc1Br (stereo not drawn)	13
CC(C)CNS(=O)(=O)c1ccc(N2CCCCS2(=O)=O)cc1	-3
COc1ccc(NC(=O)c2c(NCc3ccc(C)o3)sc3c2CCC(C)C3)c(OC)c1 (stereo not drawn)	-2
CN(C)c1ccc(NC(=O)Cn2nnc3sc4c(c3c2=O)CCC(C(C)(C)C)C4)cc1 (stereo not drawn)	3
COc1ccc(CCNCc2ccc(C(=O)O)cc2)cc1	-8
CCCCOc1ccc(C2=NC(c3ccccc3)=Nc3ccc(OC)cc3N2)cc1	0
C=CCOC(=O)c1csc2nnsc12	1
CC(C)N1C(=O)/C(=C/c2ccc(COc3cccc(Cl)c3Cl)o2)SC1=S	7
CC1CN2c3ccccc3C(C)(C)C2(/C=C/c2ccc(N(C)C)cc2)NC1=O (stereo not drawn)	-3
Cc1ccc(/C=C/c2onc(C)c2S(=O)(=O)N2CCC(C(=O)Nc3ccccc3C(F)(F)F)CC2)cc1	-9
CCCCNC(=O)c1ccc(CN2CCCCC2)cc1	1
COc1ccc(CNC(=O)c2sc3nc(-c4ccc(F)cc4)ccc3c2N)cc1	-10
CC(=O)Nc1cccc(NC(=O)Cn2cnc3c2c(=O)n(C)c(=O)n3C)c1	3
CCC(=O)Nc1nnc(SCc2ccccc2Br)s1	3

Five structures from above, ordered by SMILES length, ascending:
SMILES	ROC1-CUL1 inh
C=CCOC(=O)c1csc2nnsc12	1
CCCCNC(=O)c1ccc(CN2CCCCC2)cc1	1
COc1ccc(CNC(=O)c2sc3nc(-c4ccc(F)cc4)ccc3c2N)cc1	-10
CC(=O)Nc1cccc(NC(=O)Cn2cnc3c2c(=O)n(C)c(=O)n3C)c1	3
CC1CN2c3ccccc3C(C)(C)C2(/C=C/c2ccc(N(C)C)cc2)NC1=O (stereo not drawn)	-3
